High-throughput results from PubChem BioAssay.
HTR1E antagonist: blocks the human 5-HT1E serotonin receptor; CHO 5-HT1E Ga15 NFAT-bla reporter, FRET, antagonist; inhibition, % at 6 µM; actives 0.99% (n = 65,000); AID 571;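 active means inhibition above a set limit, the mean inhibition across every tested compound plus 3 SD, cut at about 29% in these data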;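 further: signal is the 460 over 535 nm emission ratio of beta-lactamase substrate; 0% = agonist plus DMSO wells and 100% = wells without agonist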
Target sequence (P28566 whole entry, looked up): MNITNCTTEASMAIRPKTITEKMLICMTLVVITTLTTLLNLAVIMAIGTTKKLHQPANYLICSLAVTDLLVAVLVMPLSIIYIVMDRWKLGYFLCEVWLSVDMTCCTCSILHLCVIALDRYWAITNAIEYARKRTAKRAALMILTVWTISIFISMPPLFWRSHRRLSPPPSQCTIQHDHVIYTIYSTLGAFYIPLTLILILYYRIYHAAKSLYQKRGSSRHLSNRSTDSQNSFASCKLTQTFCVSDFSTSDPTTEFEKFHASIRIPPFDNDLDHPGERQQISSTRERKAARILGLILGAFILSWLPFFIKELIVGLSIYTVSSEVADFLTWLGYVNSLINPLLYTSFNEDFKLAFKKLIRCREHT
5HT1a antag: blocks the human serotonin 5-HT1a receptor; CHO 5-HT1a Ga15 NFAT-bla reporter, antagonist mode; actives 0.68% (n = 62,000); inhibition, % at 10 µM; AID 612;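 active means inhibition above the mean of all tested compounds plus 3 SD, cut at about 43% in these data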;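 further: receptor stimulated by 5-CT agonist at 100 nM near EC80; beta-lactamase reporter measured by ratiometric fluorescence of a cleavable substrate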
S1P1 ag pot: S1P1 (human) agonism or agonism potentiation | P21453 | S1P1 CRE-bla cells, forskolin, beta-lactamase FRET, potentiator mode; S1P1 agonist co-added at EC20, 2 nM; 100% = saturating reference agonist, 0% = basal | activation, % at 9.5 µM | actives 0.57% (n = 56,000) | AID 449;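 active means activation above a cutoff set at the mean activation of all tested compounds plus 3 SD, cut at about 54% in these data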;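 further: forskolin at 4 µM as EC80 and the EC20 agonist is SEW2871; 100% = SEW2871 at its EC100 plus forskolin at EC80; some compounds past the cut are filed as inactive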
Target sequence (P21453 whole entry, looked up): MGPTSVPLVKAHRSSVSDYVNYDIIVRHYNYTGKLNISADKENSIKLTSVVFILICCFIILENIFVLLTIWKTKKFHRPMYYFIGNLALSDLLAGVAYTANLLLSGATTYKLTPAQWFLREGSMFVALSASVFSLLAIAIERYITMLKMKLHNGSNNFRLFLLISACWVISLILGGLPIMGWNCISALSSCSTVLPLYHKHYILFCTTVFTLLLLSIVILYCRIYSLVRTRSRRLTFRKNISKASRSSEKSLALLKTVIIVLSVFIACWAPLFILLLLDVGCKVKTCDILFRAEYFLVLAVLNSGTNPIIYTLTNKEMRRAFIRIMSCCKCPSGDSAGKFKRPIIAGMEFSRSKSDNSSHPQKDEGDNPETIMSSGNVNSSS
M1 agonist: activates the M1 muscarinic receptor; B-score at 10 µM; CHO-M1 cells, Fluo-4 calcium fluorescence, agonist mode; active compounds read high; actives 3% (n = 64,000);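 active means fluorescence rise, raw or as B-score row- and column-corrected plate score, outside the 99.7% band of its plate's samples, either direction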
HTR1E agonist: activates the human 5-HT1E serotonin receptor. P28566. activation, % at 6 µM. AID 574. actives 0.69% (n = 65,000). CHO 5-HT1E Ga15 NFAT-bla reporter, FRET; 0% DMSO wells, 100% control agonist wells;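 active means activation above a set limit, the screen-wide mean activation plus 3 SD, cut at about 8.5% in these data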;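 further: 100% = positive control agonist at 1 µM giving full maximal response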
Jurkat tox 60K: reduces viability or proliferation of Jurkat cells; actives 1.2% (n = 56,000); AID 463; Jurkat E6.1 viability, ATP luminescence, 48 h; inhibition, % at 4 µM;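 active means inhibition above the mean inhibition of all tested compounds plus 3 SD, cut at about 28% in these data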
M1 antagonist: blocks the rat M1 muscarinic receptor response to acetylcholine | P08482 | actives 3.4% (n = 64,000) | B-score at 10 µM | CHO-M1 cells, Fluo-4 calcium, ACh EC80 antagonist mode; active compounds read low | AID 628;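 active means calcium fluorescence response, raw or row-and-column corrected B-score, differing from the plate sample mean either way at a set confidence level, mostly lower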
S1P3 ag: activates the human S1P3 receptor; S1P3 NFAT-BLA reporter cells, agonism, FRET ratio; relative to 1 µM S1P, basal subtracted; AID 373; activation, % at 4.5 µM; actives 0.1% (n = 60,000);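 active means activation above the screen-wide mean plus 3 SD, cut at about 4.5% in these data, passing the limit was not always enough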; further: some compounds called inactive have numbers as strong as hits
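Measure – % activation relative to 1 µM S1P (100%), per plate · System – stable CHO line with human S1P3, Gα16, NFAT-BLA reporter · Timing – cells plated overnight, compound 4 h 37 °C, substrate 2 h RT · Technique – fluorescent BLA substrate, ex 405 nm, em 460/535 nm ratio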
5HT1a ag: 5-HT1a (human) receptor agonism | P08908 | CHO 5-HT1a Ga15 NFAT-bla reporter, FRET ratio; 0% basal, 100% maximal reference agonist | activation, % at 10 µM | actives 0.56% (n = 65,000);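 active means activation above the screen-wide mean activation plus 3 SD, cut at about 19% in these data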;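 further: 0% = DMSO wells and 100% = 5-CT at EC100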
* hit, by the source's call; · = no result given.

SMILES	HTR1E antagonist	5HT1a antag	S1P1 ag pot	M1 agonist	HTR1E agonist	Jurkat tox 60K	M1 antagonist	S1P3 ag	5HT1a ag
Cc1nn(C(C)C(=O)NCC2CCCO2)c(=O)c2cc3occc3n12 (configuration not stated)	-1.7	-2.0	-0.6	0.0837	0.5	-10.9	-0.157	0.8	0.8
O=C(NCc1ccco1)C(c1ccccc1F)N(CC1CCCO1)C(=O)Cn1nnc2ccccc21 (configuration not stated)	4.2	0.0	4.3	0.204	-0.1	2.4	0.183	-1.6	-3.3
COc1cccc(-c2nc(NCc3ccco3)c3ccccc3n2)c1O	0.1	·	-28.4	0.179	7.8	·	0.43	-3.4	5.4
COc1cc(S(=O)(=O)NCC2CCCO2)c(OC)cc1Cl (configuration not stated)	4.1	-4.8	-16.2	·	-0.3	-3.2	·	-0.5	-0.1
Cc1ccc(-n2c3c(cc(C(=O)NCCCN4CCOCC4)c2=O)C(=O)CC(C)(C)C3)cc1	-9.9	4.7	-20.6	0.336	0.9	1.0	0.078	-1.0	-2.0
CCCCOCCCNC(=O)N[C@H](C(=O)OC)C(C)C	7.1	8.0	-10.1	-0.1	-1.8	2.1	0.0477	-1.2	-4.6
O=C(c1cc2ccccc2o1)N1CCN=C1SCc1cccnc1	-3.7	0.6	9.9	-0.871	0.2	-0.3	-0.102	-0.1	2.4
O=C(Cc1cccs1)N1CCCC(c2nc3c(nnn3Cc3cccc(Cl)c3)c(=O)[nH]2)C1 (configuration not stated)	-7.2	-12.9	-28.5	0.755	-0.5	6.3	-0.326	0.1	1.2
N#Cc1c(N)nc(SCc2ccccn2)c(C#N)c1-c1cccs1	29.7*	·	-26.1	-0.0396	0.0	·	-0.0416	-1.8	5.2
CCCOc1ccc(C2/C(=C(/O)c3ccc(F)cc3)C(=O)C(=O)N2CCCN(C)C)cc1 (configuration not stated)	6.9	15.0	·	0.0203	-0.3	-2.6	0.849	-0.9	-1.7
O=C(Nc1ccc2c(c1)nc1n2CCOC1)c1ccccc1	-1.8	1.3	0.6	0.328	-0.1	5.4	-0.52	-0.7	-2.2
COC(=O)Nc1ccc(S(=O)(=O)N(C)C)cc1	-1.5	-0.8	-4.7	0.635	0.8	-8.2	0.791	-0.5	-0.5
CCc1nc2nc(C)cc(Nc3cccc(C(F)(F)F)c3)n2n1	12.9	-3.7	-39.4	3.88	-1.9	5.1	-1.23	-2.0	-1.4
CCOC(=O)C1C(=O)CC(C)(O)C(C(=O)OCC)C1c1ccc(C)s1 (configuration not stated)	6.1	0.8	8.9	-0.553	-1.2	-2.7	1.35	0.2	1.1
C=CCn1c(SCCC#N)nnc1-c1ccncc1	11.7	-8.2	·	-0.335	-1.0	·	1.15	·	-2.3

A run of entries from the list above, as a working copy:
SMILES	HTR1E antagonist	5HT1a antag	S1P1 ag pot	M1 agonist	HTR1E agonist	Jurkat tox 60K	M1 antagonist	S1P3 ag	5HT1a ag
COc1cccc(-c2nc(NCc3ccco3)c3ccccc3n2)c1O	0.1	·	-28.4	0.179	7.8	·	0.43	-3.4	5.4
COc1cc(S(=O)(=O)NCC2CCCO2)c(OC)cc1Cl (configuration not stated)	4.1	-4.8	-16.2	·	-0.3	-3.2	·	-0.5	-0.1
Cc1ccc(-n2c3c(cc(C(=O)NCCCN4CCOCC4)c2=O)C(=O)CC(C)(C)C3)cc1	-9.9	4.7	-20.6	0.336	0.9	1.0	0.078	-1.0	-2.0
CCCCOCCCNC(=O)N[C@H](C(=O)OC)C(C)C	7.1	8.0	-10.1	-0.1	-1.8	2.1	0.0477	-1.2	-4.6
O=C(c1cc2ccccc2o1)N1CCN=C1SCc1cccnc1	-3.7	0.6	9.9	-0.871	0.2	-0.3	-0.102	-0.1	2.4
O=C(Cc1cccs1)N1CCCC(c2nc3c(nnn3Cc3cccc(Cl)c3)c(=O)[nH]2)C1 (configuration not stated)	-7.2	-12.9	-28.5	0.755	-0.5	6.3	-0.326	0.1	1.2

Next structures
SMILES	HTR1E antagonist	5HT1a antag	S1P1 ag pot	M1 agonist	HTR1E agonist	Jurkat tox 60K	M1 antagonist	S1P3 ag	5HT1a ag
Cc1ccc2c(CSc3nnc(C4CC4)n3N)cc(=O)oc2c1C	-3.5	-0.8	-13.1	-1.33	0.3	-6.5	-0.42	0.4	1.2
O=C(Nc1ncnc2c1ncn2C1OC(COC(=O)c2ccccc2)C(F)C1O)c1ccccc1 (configuration not stated)	-3.2	9.4	10.8	2.57*	-0.3	3.8	-1.15	-0.8	-0.6
Cc1c(NS(=O)(=O)c2ccc3[nH]c(=O)[nH]c3c2)c(=O)n(-c2ccccc2)n1C	-5.3	-14.9	2.2	0.232	-1.7	14.1	0.256	-1.5	-2.1
Cc1ccc(N(CC(=O)NC2CC3CCC2C3)S(C)(=O)=O)cc1C (configuration not stated)	-0.8	-5.7	·	0.247	-1.6	·	0.354	·	1.6
CC(C)C(=O)Nc1cccc(NC(=O)CCN2C(=O)c3ccccc3S2(=O)=O)c1	2.4	11.5	12.6	0.507	-1.2	0.7	1.38*	-0.7	-1.4
CN1CCN(c2ccc(Cl)cc2NC(=O)c2ccc(S(=O)(=O)N3CCCCCC3)cc2)CC1	1.4	-2.4	-8.8	-0.291	0.1	-5.8	-0.396	0.1	0.8
CCCCc1ccc(C(=O)NC(C(=O)O)C(C)C)cc1 (configuration not stated)	-1.7	5.2	-13.3	0.00702	0.3	3.0	-0.834	0.2	-2.7
CCOC(=O)c1ccccc1NS(=O)(=O)c1ccccc1F	-0.9	8.1	11.0	1.54	-0.1	2.0	0.672	-1.2	-1.7
Cc1cc(C(=O)N2CCN(Cc3ccc4c(c3)OCO4)CC2)on1	4.5	4.5	-5.4	-0.493	-0.1	-2.3	-0.169	-1.0	-4.9
O=C(Nc1nc(-c2ccncc2)cs1)C1COc2ccccc2O1 (configuration not stated)	4.5	-7.3	-17.6	-1.04	-0.3	7.3	-0.451	-0.7	-1.1
CCOC(=O)CNC(=O)C(Cc1ccccc1)NS(=O)(=O)c1ccc2c(c1)CCC(=O)N2 (configuration not stated)	0.1	-4.6	4.4	0.63	-0.8	-12.9	0.00978	0.9	-1.1
Cc1cc(C)c(C(=O)CSc2n[nH]c(=O)n2C2CC2)cc1C	-3.3	10.9	8.1	-1.29	0.4	7.8	0.00946	0.2	-1.6
O=C(Nc1cc(Cl)ccc1Cl)c1noc2c1CCCC2	-10.2	-20.6	17.4	0.829	-0.1	-2.2	0.00402	-0.4	-0.4
O=C(CC1CCCC1)NCCc1cn2ccccc2n1	2.0	-20.9	16.0	-1.32	0.3	3.1	0.325	-0.6	0.1
O=C(O)c1cccc(CSc2nnc(Cc3ccccc3)o2)c1	12.6	6.1	-1.9	-0.352	0.4	8.4	-0.0271	-0.5	-0.2

Complete entries, looked up by structure. Values in the order: HTR1E antagonist | 5HT1a antag | S1P1 ag pot | M1 agonist | HTR1E agonist | Jurkat tox 60K | M1 antagonist | S1P3 ag | 5HT1a ag
COC(=O)Nc1ccc(S(=O)(=O)N(C)C)cc1 reads -1.5 | -0.8 | -4.7 | 0.635 | 0.8 | -8.2 | 0.791 | -0.5 | -0.5
CCc1nc2nc(C)cc(Nc3cccc(C(F)(F)F)c3)n2n1 reads 12.9 | -3.7 | -39.4 | 3.88 | -1.9 | 5.1 | -1.23 | -2.0 | -1.4

(continued)
SMILES	HTR1E antagonist	5HT1a antag	S1P1 ag pot	M1 agonist	HTR1E agonist	Jurkat tox 60K	M1 antagonist	S1P3 ag	5HT1a ag
COC(=O)c1c(C)cc(OC(C)=O)c(C)c1OC(C)=O	-3.2	5.1	-15.4	-0.0272	0.3	-3.0	0.23	-0.6	-4.8
N#CC1=C(N)SC(N)=C(C#N)C1Cc1ccccc1	17.0	-7.9	-14.2	-1.64	1.5	5.4	0.341	-1.8	-1.9
O=C(Cc1ccc(S(=O)(=O)N2CCOCC2)s1)Nc1ccc2c(c1)CCC2	-1.6	-19.0	-0.9	-0.953	-0.2	-0.9	-0.771	-0.6	0.6
O=C(CN1CCN(c2ccccc2F)CC1)c1ccc2cc[nH]c2c1	-3.4	15.6	4.0	-0.306	4.1	-5.2	0.439	-0.3	-2.8
O=C(Nc1cccc(F)c1)C1CCCN1S(=O)(=O)c1cccc2cccnc12 (configuration not stated)	4.0	10.9	-8.1	-0.714	0.2	-3.4	0.771	0.5	0.8
CSc1cccc(NC(=O)CN(c2cc(C)ccc2C)S(C)(=O)=O)c1	-7.2	9.9	-1.1	-0.462	-0.3	-7.8	1.24*	-0.8	-2.9
CCn1c(=O)cc(O)c2ccccc21	-14.1	8.8	-26.6	1.1	0.0	-4.2	1.32	0.7	0.4
Nc1ccc2c(c1)-c1ccccc1S(=O)(=O)N2	-5.7	6.5	-10.3	-0.79	0.1	-13.9	-0.526	-0.7	0.6
COc1ccc(C(=O)NC(=O)CSc2nnc(-c3ccco3)n2-c2ccccc2)cc1	5.3	-4.4	6.2	0.00424	-0.5	-7.0	0.305	0.2	-2.6
CCc1noc(C)c1C(=O)NCCc1ccc(OC)c(OC)c1	-2.2	-3.7	-5.4	0.673	-0.3	-10.1	-0.0378	0.5	0.8
Cc1nc2sc(C(c3cccs3)N3CCC4(CC3)OCCO4)c(O)n2n1 (configuration not stated)	-2.2	-7.1	-1.1	0.671	0.6	-6.3	-0.323	-0.7	1.2
c1ccc(Cc2nn[nH]n2)cc1	-10.7	·	-4.4	-0.413	-0.1	·	0.875	-0.7	-1.0
COc1ccc(-c2c(NC(C)=O)n(C)c3ccccc3c2=O)cc1	-2.9	-4.0	0.4	0.453	0.3	-4.0	-0.605	0.4	1.1
Cc1nn(-c2ccc(F)cc2)c2sc(C(=O)O)cc12	-2.6	6.6	-51.0	0.282	-0.2	-1.2	0.356	-0.7	-6.0
CC1CCC(NC(=O)Cn2cc3c(n2)CCCC3)CC1 (configuration not stated)	-3.2	-0.5	8.6	-0.383	-0.7	1.5	0.187	-1.6	-1.8
CCCC(OC(=O)CN1C(=O)COc2ccccc21)C(=O)NC1CCCC1 (configuration not stated)	-20.6	33.9	5.0	0.0644	0.0	0.6	-0.0541	-0.2	-0.7
CCOC(=O)CNC(=O)CSc1nnc(Cn2c(=O)sc3ccccc32)n1C	-0.2	-5.1	14.8	-0.000116	0.0	3.9	1.17	-1.8	-1.3
CCCC(=O)Nc1ccc(NC(=O)C2CC2)cn1	-1.4	21.1	0.0	-0.632	-2.0	-3.5	1.05	-1.1	-1.2
CC(=O)Nc1cccc(OC(=O)c2ccoc2C)c1	-9.1	17.5	-3.4	0.102	0.0	-0.3	-0.00333	0.7	-1.2
CC(C)C1C(C#N)=C(N)Oc2n[nH]c(-c3ccccc3)c21 (configuration not stated)	1.3	7.3	-3.8	-0.152	0.1	-2.5	1.27*	-0.4	-0.3
O=c1c2ccccc2nnn1CSc1nnc(C2COc3ccccc3O2)n1-c1ccccc1 (configuration not stated)	1.1	9.5	1.2	1.59	0.2	-5.3	-2.35*	9.0*	-1.6
O=C(Cc1ccc(F)cc1)N(c1ccc(F)cc1)C1C=CS(=O)(=O)C1 (configuration not stated)	-2.5	-2.0	-2.2	1.8	-0.3	4.6	0.276	-1.4	-2.3
Nc1cc(=O)[nH]c(SCC(=O)Nc2ccc(Br)cc2)n1	5.5	2.3	·	0.289	-0.4	·	1.09	·	-4.7
Cc1ccc(NC(=O)CCNS(=O)(=O)c2ccc3c(c2)oc(=O)n3C)cc1	-7.8	-11.4	-3.9	0.35	32.1*	-2.7	0.00636	-0.3	-0.6
